IEC-6 cytotox: counter-screen for KLF5 inhibitors: cytotoxicity in IEC-6 cells | inhibition, % at 5 µM | IEC-6 cytotoxicity, luminescence viability | 0.78% of 290,000 active; in the data active = inhibition above about 22%;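 note: 0% = plate median of test compound wells and 100% = cytotoxic reference compound wells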
KLF5 inh: suppresses KLF5 promoter-driven expression | DLD-1 KLF5 promoter-luciferase reporter, luminescence | AID 1700 | inhibition, % at 5 µM | 0.23% of 290,000 active;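 active = inhibition above a per-plate limit of that plate's mean compound inhibition plus 3 SD, cut at about 60% in these data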;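 note: 0% = DMSO wells and 100% = LY294002 at 200 µM; higher means less KLF5 promoter-driven luciferase light; inactives centre near -14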
SKKanGAS inh: inhibitors of SKKanGAS S. pyogenes growth in kanamycin (SK-promoter or general growth effect). BacTiter-Glo, 6 h. 1.3% of 300,000 active. inhibition, % at 7.5 µM;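 active = mean replicate score, as percent of positive control median, at least 50; inconclusive = mean below 50 but one replicate at or above 50; inactive = mean and every replicate below 50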;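 note: strain carries kanamycin resistance gene driven by streptokinase promoter and grows in 40 µg/ml kanamycin; loss of luminescence reflects streptokinase promoter inhibition or plain growth inhibition; 0% = median of DMSO wells and 100% = positive control at its reference dose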
TRPC4 agonist: opens the mouse TRPC4 cation channel; Q9QUQ5; HEK293 TRPC4beta/mu-opioid, Fluo4 calcium fluorescence; stronger effect = higher value; B-score at 10 µM; 0.49% of 310,000 active;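 active = B-score above 5 SD of library B-scores, and initial fluorescence ratio not above library mean plus 5 SD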;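 note: positive B-score marks a calcium rise read as TRPC4 activation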
Target sequence (Q9QUQ5 whole entry, looked up): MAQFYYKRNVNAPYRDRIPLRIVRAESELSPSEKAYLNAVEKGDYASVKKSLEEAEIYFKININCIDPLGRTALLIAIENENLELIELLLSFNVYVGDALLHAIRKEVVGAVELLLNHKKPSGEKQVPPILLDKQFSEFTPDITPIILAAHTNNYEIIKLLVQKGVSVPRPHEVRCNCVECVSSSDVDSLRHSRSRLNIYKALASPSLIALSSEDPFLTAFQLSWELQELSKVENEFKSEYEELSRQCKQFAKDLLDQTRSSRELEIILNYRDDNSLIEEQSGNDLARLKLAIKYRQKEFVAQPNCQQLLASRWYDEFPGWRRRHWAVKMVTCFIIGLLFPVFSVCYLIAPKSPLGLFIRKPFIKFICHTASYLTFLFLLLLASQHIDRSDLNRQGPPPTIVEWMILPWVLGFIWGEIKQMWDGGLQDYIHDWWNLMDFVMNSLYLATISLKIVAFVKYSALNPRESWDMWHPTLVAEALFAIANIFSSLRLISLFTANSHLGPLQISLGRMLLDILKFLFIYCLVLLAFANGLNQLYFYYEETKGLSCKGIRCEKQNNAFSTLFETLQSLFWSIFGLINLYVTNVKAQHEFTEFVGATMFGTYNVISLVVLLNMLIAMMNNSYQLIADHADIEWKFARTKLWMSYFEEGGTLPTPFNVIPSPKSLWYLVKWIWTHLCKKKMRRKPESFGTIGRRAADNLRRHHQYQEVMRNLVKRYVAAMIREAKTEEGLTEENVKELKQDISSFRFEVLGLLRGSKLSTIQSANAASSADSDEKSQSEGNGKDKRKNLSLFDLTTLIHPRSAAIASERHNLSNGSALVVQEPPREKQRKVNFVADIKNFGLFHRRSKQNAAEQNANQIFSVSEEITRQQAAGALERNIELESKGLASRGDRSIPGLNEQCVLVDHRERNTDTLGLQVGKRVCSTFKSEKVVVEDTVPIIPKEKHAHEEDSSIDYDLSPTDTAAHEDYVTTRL
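System: HEK293 cells stably co-expressing mouse TRPC4beta and mu-opioid receptor; Schedule: Fluo4 dye loading 45 min at room temperature, 110 s recording; Detection: Fluo4 fluorescence, kinetic; Evaluation: B-scored integrated calcium fluorescence ratio; Controls: buffer (low) and maximal DAMGO (high).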
TRPC4 block: blocks the mouse TRPC4 cation channel. HEK293 TRPC4beta/mu-opioid, DAMGO-evoked Fluo4 calcium flux; stronger effect = lower value. B-score at 10 µM. 0.39% of 300,000 active. AID 2247;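 active = B-score over 3 SD under the library average, no early fluorescence shift, positive overall ratio signal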
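Assay system: HEK293 cells with stable TRPC4beta plus mu-opioid receptor expression; Probe or stimulus: DAMGO in two steps, submaximal then maximal; Dosing: single-point compound dosing; Measured by: Fluo4 calcium-dye fluorescence, kinetic read; Read-out basis: B score from integrated Fluo4 fluorescence ratio.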
TRPC6 activator: activators of mouse TRPC6 channel; Q61143; HEK293-TRPC6 membrane potential dye fluorescence; stronger effect = higher value; B-score at 10 µM; 0.13% of 310,000 active;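 active = B-score of the integrated fluorescence ratio above library mean plus 3 SD, and starting fluorescence ratio within library mean plus 5 SD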;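 note: higher score means more depolarization so channel activation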
TRPC4 potent: allosterically enhances the mouse TRPC4 cation channel | HEK293 TRPC4beta/mu-opioid, DAMGO EC20, Fluo-4 Ca2+ flux; stronger effect = higher value | B-score at 10 µM | 0.42% of 310,000 active;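 active = B-score of calcium response area above 5 SD of library B-scores, with initial fluorescence ratio within 5 SD of library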;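 note: B-score of integrated fluorescence ratio over time as area under calcium response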
aSyn 5UTR inh: 5' untranslated region of α-synuclein, MLPCN primary screen. alpha-synuclein 5'UTR reporter, inhibitor activity. inhibition, % (tested at 7.5 µM). AID 1813. 0.82% of 300,000 active; in the data active = inhibition above about 60%; inconclusive = no clear call, values can overlap the other calls;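 note: H4 neuroglioblastoma cells stably carrying SNCA 5'UTR luciferase fusion; 0% = DMSO wells and 100% = positive control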
HIF act: HIF pathway transcriptional activation; 0.32% of 300,000 active; activation, % at 7.5 µM (by protocol); U2OS HRE-luciferase reporter, luminescence; normalized: DMSO 0%, desferrioxamine 100%;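 active = mean activation of at least 10% of the iron chelator positive control signal, with at least half of replicates also reaching 10%; inconclusive = mean and replicate majority disagree about reaching 10%; inactive = mean and most replicates under 10%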
MrgX1 antag: antagonists of human MrgX1 receptor; B-score at 10 µM; AID 588676; MRGX1-HEK293 calcium flux, Fluo-4, BAM8-22 antagonism; stronger effect = lower value; Q96LB2; 1.3% of 310,000 active;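 active = calcium-response B-score plate-corrected more than 3 library SD below zero, starting fluorescence within 5 deviations, no agonist response on first addition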;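 note: peak minus trough fluorescence over baseline after final BAM8-22 challenge near maximal dose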
TRPC6 inhibitor: mouse TRPC6 channel inhibition | Q61143 | HEK293-TRPC6, membrane potential dye, ACh-evoked depolarization; stronger effect = lower value | B-score at 10 µM | 1.1% of 310,000 active;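 active = B-score under library mean minus 3 SD, initial fluorescence not abnormally high, positive integrated signal ratio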;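 note: B-score derived from integrated fluorescence ratio over the kinetic read; more negative B-score means stronger inhibition of depolarization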
Active calls of the source: *; i = inactive; ? = inconclusive; . = not tested or not shown. Outcome played no part in choosing rows. Share with any hit: about 5.8%.

SMILES	IEC-6 cytotox	KLF5 inh	SKKanGAS inh	TRPC4 agonist	TRPC4 block	TRPC6 activator	TRPC4 potent	aSyn 5UTR inh	HIF act	MrgX1 antag	TRPC6 inhibitor
CCOCCCn1c(SCC(=O)/C(C#N)=C(\C)N)nc2ccccc2c1=O	-4.5	-21.2	15.8	i	i	i	i	1.3	0.0	i	i
N#CCSc1nc2cc(C(=O)N3CCCC3)ccc2c(=O)n1Cc1ccccc1	1.1	-37.4	-1.6	i	i	i	i	28.2	-0.6	i	i
CCN(CC)c1ccc(/C=N/n2c(-c3ccccc3Br)n[nH]c2=S)cc1	2.1	3.6	7.9	i	i	i	i	77.5*	-0.2	i	i
Cc1cc2c3c([nH]c2cc1S(=O)(=O)N1CCC2(CC1)OCCO2)CCCC3=O	10.7	10.4	-0.5	i	i	i	i	8.9	-0.7	i	i
Cc1nc(S/C(=C\c2ccc(-c3ccc(C(=O)O)c(Cl)c3)o2)C(=O)O)n[nH]1	-24.3	-4.1	5.5	i	i	i	i	1.9	-0.1	.	i
COc1ccc(OC)c(-c2cc(C(=O)Nc3c(C)nn(Cc4ccccc4C)c3C)no2)c1	-0.3	-10.1	2.1	i	i	i	i	?	-0.6	i	i
CC1=C(C(=O)OCc2ccccc2)C(c2ccccc2Cl)NC(=O)N1C (stereo not drawn)	1.3	-3.2	2.3	i	i	i	i	6.8	0.0	i	i
COc1ccc(C)cc1-n1nnnc1SCC(=O)NC(=O)NCc1ccco1	-0.2	-5.4	3.5	.	.	.	.	-7.9	.	i	.
CNC(=O)CCSSCCC(=O)NC	-10.9	-6.2	-6.2	i	i	i	i	11.1	-0.3	i	i
Nc1ccc(CCc2nc3ccccc3o2)cc1	3.4	-68.8	1.0	i	i	i	i	-126.0	1.7	i	i
COc1ccc2c(/C=N/NS(=O)(=O)c3ccc(C)cc3)c[nH]c2c1	7.5	-0.1	1.6	i	i	i	i	5.4	.	i	i
O=C(NNc1ncccc1Cl)c1c(Cl)cccc1Cl	-4.5	-2.9	-3.6	i	i	i	i	8.0	0.3	i	i
O=C(COC(=O)CC(c1ccccc1)c1ccccc1)Nc1cccc(F)c1	-0.4	5.5	-5.9	i	i	i	i	-10.2	0.0	i	i
O=C(CN1CCCCCC1)NCc1ccccc1	-2.4	-10.8	1.8	i	i	i	i	.	.	i	i
CC(C)(C)c1cc(C(=O)N/N=C/c2ccccc2O)n(-c2ccccc2)n1	-0.1	-12.3	73.3*	i	i	i	i	62.4*	2.4	i	i
NC(=O)c1ccc(-n2nnnc2Oc2ccccc2C(=O)N2CCOCC2)cc1	-4.1	-19.6	-3.1	i	i	i	i	-107.6	-0.7	i	i
COC(=O)c1cc2ccsc2n1Cc1nc(-c2ccc(Cl)cc2)oc1C	0.5	-20.0	-3.9	i	i	i	i	1.0	-0.1	i	i
COc1ccc(/C=N/Nc2nnc(Cc3ccccc3)c(=O)[nH]2)cc1	-7.1	-11.4	-11.7	i	i	i	i	-5.6	-0.1	i	i
CN(C)NC(=S)NC1(C)CCS(=O)(=O)C1 (stereo not drawn)	-0.5	-9.9	-1.5	i	i	i	i	0.9	-0.7	i	i
NS(=O)(=O)c1ccc(NC(=O)COC(=O)c2ccc(Cl)nc2)cc1	-0.1	-4.3	14.6	i	i	i	i	-33.0	0.0	i	i
COc1ccc(Cc2nc3ccc(C(=O)N4CCC(N(C)C)C4)cc3o2)cc1 (stereo not drawn)	-10.8	-51.0	?	i	i	i	i	12.0	0.4	i	i
CSC1=N/C(=C\c2cccc(Cl)c2)C(=O)N1N(C)C	-0.2	4.5	-7.4	i	i	i	i	-6.7	0.7	i	i
COc1ccc(CNC(=O)C(C)NCc2ccccc2Cl)cc1 (stereo not drawn)	-5.9	-39.3	2.2	i	i	i	i	8.5	-7.3	i	i
C=CCNc1oc(-c2cccs2)nc1S(=O)(=O)c1ccccc1	1.3	-18.9	-3.9	i	i	i	i	-13.7	-0.4	i	i
Cc1ccc(NC(=O)Cn2cccc2)c(C)c1	3.7	-27.1	-6.2	i	i	i	i	17.7	0.1	i	i
SMILES	IEC-6 cytotox	KLF5 inh	SKKanGAS inh	TRPC4 agonist	TRPC4 block	TRPC6 activator	TRPC4 potent	aSyn 5UTR inh	HIF act	MrgX1 antag	TRPC6 inhibitor
O=C(COC(=O)/C=C/c1ccccc1)Nc1cccc(Oc2ccccc2)c1	-7.2	-1.0	-0.3	i	i	i	i	30.5	-0.6	i	i
CC(C)(C)c1ccc(OCCn2ccccc2=O)cc1	6.3	-159.0	1.7	i	i	i	i	-154.3	5.7	i	i
O=C(c1ccc2c(=O)n3c(nc2c1)CCCCC3)N1CCN(c2ccc([N+](=O)[O-])cc2)CC1	12.6	-19.2	4.0	i	i	i	i	25.4	-0.1	i	i
COc1ccccc1CNC(=O)C1CCC(=O)N(CCCN2CCCC2=O)C1 (stereo not drawn)	-6.8	-23.7	0.3	i	i	i	i	3.6	0.4	i	i
O=C1N(CN2CCN(Cc3ccccc3)CC2)c2ccccc2C12OCCCO2	1.0	-13.7	1.7	i	i	i	i	5.8	-0.8	i	i
Cc1ccc(S(=O)(=O)NN=C2CCC(C(C)(C)C)CC2)cc1[N+](=O)[O-] (stereo not drawn)	-1.0	-9.7	2.0	i	i	i	i	11.7	0.2	i	i
CC1=NCCN1S(=O)(=O)c1ccccc1[N+](=O)[O-]	-5.8	-6.9	-7.0	i	i	i	i	-8.4	0.2	i	i
COc1ccccc1/C=C1\S/C(=N/NC(=O)c2cccc(Br)c2)NC1=O	1.0	-1.8	81.0*	i	i	i	i	7.4	-1.0	i	i
COC(=O)C(C)n1cnc2c(nnn2-c2ccccc2)c1=O (stereo not drawn)	-1.5	-18.0	3.0	i	i	i	i	-14.3	0.1	i	i
Cc1c(CN2CCCC(C)C2)c(O)n(CCO)c(=O)c1C#N (stereo not drawn)	3.9	0.5	-1.8	i	i	i	i	-0.9	-0.6	i	i
Cc1ccc2c(c1)C(=C(C#N)C#N)C(=O)N2CCN1CCOCC1	0.8	-20.2	5.1	i	i	i	i	-19.4	0.1	i	i
COc1ccc2ccc(OC)c(/C=N/n3cnnc3)c2c1	-1.5	-42.7	-13.4	i	i	i	i	11.5	-4.3	i	i
COc1ccc(NC(=O)CSc2nnc(NC(C)=O)s2)c([N+](=O)[O-])c1	-0.4	-12.8	-5.0	i	i	i	i	1.0	0.1	i	i
COc1ccc2c(c1OC)C(=O)N(c1ccccn1)C2	6.4	-66.5	-4.7	i	i	i	i	-121.7	1.6	i	i
c1ccc(-n2ncc3c(NCCN4CCCCC4)ncnc32)cc1	-1.2	-50.4	-5.8	i	i	i	i	-133.1	2.8	i	i
O=C(O)C(NS(=O)(=O)c1ccccc1)C(O)c1ccccc1 (stereo not drawn)	-6.7	-46.6	-1.2	i	i	i	i	6.5	0.1	i	i
CCCc1nc2sc3c(c2c(=O)n1N)CCC3	-3.8	1.9	-3.2	i	i	i	i	-27.4	-0.5	i	i
Cc1c(Cl)c([N+](=O)[O-])nn1CC(=O)N1CCc2ccccc2C1	3.0	-19.1	-1.5	i	i	i	i	1.7	-0.5	i	i
CC1=C(C(=O)OCc2ccccc2)C(c2cccc([N+](=O)[O-])c2)NC(=O)N1 (stereo not drawn)	1.5	1.6	-0.1	i	i	i	i	24.0	-0.7	i	i
COc1ccc(C2C(C#N)=C(N)Oc3n[nH]c(-c4ccccn4)c32)c(OC)c1OC (stereo not drawn)	7.3	6.7	-1.8	i	i	i	i	-14.0	-0.1	i	i
CCOC(=O)N1CCC(=NNc2nc3ccccc3s2)CC1	2.8	-66.7	0.9	i	i	i	i	-112.4	1.2	i	i
Cc1sc(NC(=O)CN2CCCC2)nc1-c1ccc2c(c1)CCN2C(=O)c1cccc(F)c1	-3.0	-24.0	22.7	i	i	i	i	-69.4	1.0	i	i
COc1ccc(NC(=O)N2CCCc3ccccc32)cc1OC	-0.4	-31.5	-0.3	i	i	i	i	-14.6	0.8	i	i
O=C(Nc1ccccc1)Nc1ccc(-n2ccc(C(F)(F)F)n2)cc1	22.1*	-138.3	1.8	i	i	i	i	-276.6	5.7	i	i
Oc1c(N=Nc2ccc(F)cc2)ccc2ccccc12	11.2	-103.2	11.1	i	i	i	i	-19.9	0.9	i	i
COC(=O)C(C)Oc1ccc(Cc2ncc(C(F)(F)F)cc2Cl)cc1 (stereo not drawn)	1.5	-20.3	0.0	i	i	i	i	22.5	-0.6	i	i
O=C(NC1CCCCC1)C(c1ccc(F)cc1)N(C(=O)c1csnn1)C1CC1 (stereo not drawn)	1.0	-1.0	-13.3	i	i	i	i	-0.6	-0.1	i	i
Cc1ccc(C)c(-c2nnc(OCC(=O)Nc3cc(C)on3)c3ccccc23)c1	-3.6	-9.8	9.7	i	i	i	i	19.4	-0.3	i	i

Laid out differently: eight of the compounds above.
mol | IEC-6 cytotox | KLF5 inh | SKKanGAS inh | TRPC4 agonist | TRPC4 block | TRPC6 activator | TRPC4 potent | aSyn 5UTR inh | HIF act | MrgX1 antag | TRPC6 inhibitor
CCOC(=O)N1CCC(=NNc2nc3ccccc3s2)CC1 | 2.8 | -66.7 | 0.9 | i | i | i | i | -112.4 | 1.2 | i | i
Cc1sc(NC(=O)CN2CCCC2)nc1-c1ccc2c(c1)CCN2C(=O)c1cccc(F)c1 | -3.0 | -24.0 | 22.7 | i | i | i | i | -69.4 | 1.0 | i | i
COc1ccc(NC(=O)N2CCCc3ccccc32)cc1OC | -0.4 | -31.5 | -0.3 | i | i | i | i | -14.6 | 0.8 | i | i
O=C(Nc1ccccc1)Nc1ccc(-n2ccc(C(F)(F)F)n2)cc1 | 22.1* | -138.3 | 1.8 | i | i | i | i | -276.6 | 5.7 | i | i
Oc1c(N=Nc2ccc(F)cc2)ccc2ccccc12 | 11.2 | -103.2 | 11.1 | i | i | i | i | -19.9 | 0.9 | i | i
COC(=O)C(C)Oc1ccc(Cc2ncc(C(F)(F)F)cc2Cl)cc1 (stereo not drawn) | 1.5 | -20.3 | 0.0 | i | i | i | i | 22.5 | -0.6 | i | i
O=C(NC1CCCCC1)C(c1ccc(F)cc1)N(C(=O)c1csnn1)C1CC1 (stereo not drawn) | 1.0 | -1.0 | -13.3 | i | i | i | i | -0.6 | -0.1 | i | i
Cc1ccc(C)c(-c2nnc(OCC(=O)Nc3cc(C)on3)c3ccccc23)c1 | -3.6 | -9.8 | 9.7 | i | i | i | i | 19.4 | -0.3 | i | i

Bioassay records (PubChem BioAssay)
